Ub-GFP proteasome = ubiquitin-GFP accumulation via proteasome inhibition; Ubiquitin-GFP reporter cells, proteasome inhibition, GFP fluorescence; response scale: untreated = 0%, 10 µM MG-132 = 100%; Potency, µM (titrated, usually from 45.9 µM), for inactives: at the highest dose activation (GFP accumulation), hits mostly activators; 67,000 tested, under 10 active; active = well fitted activation curve with a large enough effect, not every such curve was filed as active; inconclusive = small, poorly fitted or top-dose-only effect, or another doubt; inactive = no such curve, though single readings can be large or run the other way; also: potency is read from the fitted curve at half-maximal effect
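Proteasome blockade was scored as a rise in GFP-expressing U2OS cells carrying a ubiquitin(G76V)-GFP construct, imaged after 4 hr compound treatment at 37 °C across a 46 uM–2.9 nM series.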
Fluorescein fluor = fluorescein region autofluorescence | Compound autofluorescence, 480/540 nm, fluorescein-equivalent; stronger effect = higher value | max fluorescein-equivalent concentration, M | 0.91% of 59,000 active; in the data active = max fluorescein-equivalent concentration above about 10 nM; inconclusive = between about 1.1 nM and that limit
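Compounds (23 nL) in 100 mM Tris pH 8.0, 15 min at room temperature, then fluorescence read at 480 nm excitation/540 nm emission. Signal converted to fluorescein-equivalent concentration from an on-plate fluorescein standard curve.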
4MU fluor = 4-MU region autofluorescence | max dye-equivalent concentration, M | AID 589 | compound autofluorescence, 340/450 nm, 4-MU equivalents; stronger effect = higher value | 11% of 59,000 active; in the data active = max dye-equivalent concentration above about 10 nM; inconclusive = mostly about 1.1 nM to 9.6 nM
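Compounds in 100 mM Tris, pH 8.0, incubated 15 min at room temperature, then fluorescence read at 340 nm excitation/450 nm emission. Signal converted to 4-MU dye-equivalent concentration using an on-plate six-point 4-MU standard curve.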
Pol III holo inh = DNA polymerase III holoenzyme inhibition. reconstituted DNA polymerase III holoenzyme replication, biochemical. Potency, µM (titrated, usually from 57.1 µM), without a hit: at the top dose activity change, negative = inhibition. 0.25% of 71,000 active. AID 603; also: potency is read from the fitted curve at half-maximal effect; % is scaled to controls: 0 for no effect and ±100 for the full control effect
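Reconstituted *E. coli* holoenzyme (0.35 nM Pol III, 1 nM beta, 154 nM SSB, 2 nM primase) was preincubated with compound for 15 min at RT. Synthesis on 1.4 nM ssM13Gori ran 35 min, then was stopped with PicoGreen/EDTA and read as dsDNA fluorescence.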
Hsp90 Hop PPI = changes Hsp90-Hop TPR2A binding signal, up or down. AlphaScreen TPR2A-His6 binding biotin-Hsp90 C-terminal peptide. Potency, µM (top dose mostly 57 µM), for the others: at the highest dose activity change, negative = inhibition. 0.44% of 71,000 active. AID 595; active = well fitted curve in either direction with a large enough effect; inconclusive = small, poorly fitted or top-dose-only effect, or another doubt; also: potency is read from the fitted curve at half-maximal effect; % is scaled to controls: 0 for no effect and ±100 for the full control effect; many of its hits are not listed in these tables
TexasRed autofl = compounds fluorescent in Texas Red spectral region; max dye-equivalent concentration, M; AID 587; Compound fluorescence, Texas Red channel, 547/618 nm; stronger effect = higher value; 0.06% of 59,000 active; in the data active = max dye-equivalent concentration above about 10 nM; inconclusive = between about 1.1 nM and that limit
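Texas Red-region profiling: compounds in 100 mM Tris pH 8.0 were read at 547/618 nm after 15 min at room temperature. Intensities were normalized against a six-point Texas Red standard series to give dye-equivalent concentration.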
HBB splice mod = modulators of hemoglobin beta chain splicing; HBB splicing reporter cell assay, activation; EGFP reporter with mutant IVS2-654 intron; response scale: normalised to 500 nM splice-correcting PNA; Potency, µM (series often up to 46.1 µM), for the others: top-dose activation, most hits filed as activators; 0.06% of 65,000 active; AID 925; also: potency is read from the fitted curve at half-maximal effect; 0% is about no effect
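HeLa cells stably expressing EGFP interrupted by mutant beta-globin intron 2 (IVS2-654), 500/well in 2% FCS. Treated with compound for 2 days at 37C. Splicing correction scored as total well GFP intensity (488 nm excitation, 500-520 nm emission); 500 nM antisense PNA served as control.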
15-hLO inh = inhibitors of human 15-lipoxygenase (ALOX15) | P16050 | purified 15hLO-1, xylenol orange hydroperoxide absorbance | Potency, µM (titrated, usually from 57.1 µM), inactives show at the top dose activity change, negative = inhibition, actives largely listed as inhibitors | 1.4% of 74,000 active; also: potency is read from the fitted curve at half-maximal effect; % is scaled to controls: 0 for no effect and ±100 for the full control effect; nearly all actives have a fitted effect of over 55% in size
Target sequence (P16050 whole entry, looked up): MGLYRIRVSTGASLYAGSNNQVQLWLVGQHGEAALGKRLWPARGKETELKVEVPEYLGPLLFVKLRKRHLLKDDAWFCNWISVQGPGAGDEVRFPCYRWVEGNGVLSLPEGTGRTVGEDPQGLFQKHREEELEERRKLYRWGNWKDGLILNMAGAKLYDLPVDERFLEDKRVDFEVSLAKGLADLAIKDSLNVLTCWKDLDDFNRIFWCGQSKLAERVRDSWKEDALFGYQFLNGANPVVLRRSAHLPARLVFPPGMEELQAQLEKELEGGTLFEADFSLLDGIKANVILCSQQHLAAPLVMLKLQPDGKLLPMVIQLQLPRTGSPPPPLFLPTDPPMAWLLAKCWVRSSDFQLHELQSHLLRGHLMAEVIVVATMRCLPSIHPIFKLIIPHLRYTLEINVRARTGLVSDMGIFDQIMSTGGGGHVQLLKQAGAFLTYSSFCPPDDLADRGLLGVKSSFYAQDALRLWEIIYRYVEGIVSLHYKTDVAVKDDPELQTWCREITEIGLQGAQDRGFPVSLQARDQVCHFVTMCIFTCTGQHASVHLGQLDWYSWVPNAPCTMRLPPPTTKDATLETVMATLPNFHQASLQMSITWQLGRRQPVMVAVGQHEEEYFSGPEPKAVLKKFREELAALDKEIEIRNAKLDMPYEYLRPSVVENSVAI
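Compounds were preincubated 15 min at room temperature with 40 nM purified human enzyme (25 mM Hepes pH 7.5, 0.01% Triton X-100); 50 uM arachidonic acid reacted 6 min. Fe-xylenol orange detection, 30 min, absorbance ratio 573/405 nm.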
Epigenetic mod = epigenetic modulators derepressing GFP locus in mouse cells. Potency, µM (titrated, usually from 46.1 µM), inactives show at the top dose GFP derepression (activation). 0.09% of 68,000 active. mouse C127i GFP locus derepression, cytometry, 30 h; also: % of control where 0% means no effect
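Murine C127i mammary cells carrying a silenced, stably integrated CMV-driven GFP reporter were treated with compound for 30 hours at 37 C. After PBS washes, GFP-positive cells were counted by laser-scanning microplate cytometry.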
HADH2 inhib = HADH2 (human) dehydrogenase inhibition; Q99714; Potency, µM (titrated, usually from 57.1 µM), inactives show at the top dose activity change, negative = inhibition, hits mostly inhibitors; recombinant HADH2, NADH fluorescence, beta-hydroxybutyryl-CoA; 3.4% of 73,000 active; also: potency is read from the fitted curve at half-maximal effect; % is scaled to controls: 0 for no effect and ±100 for the full control effect; nearly all actives have a fitted effect of over 60% in size; many of its hits are not listed in these tables
Target sequence (Q99714 whole entry, looked up, one chain of several): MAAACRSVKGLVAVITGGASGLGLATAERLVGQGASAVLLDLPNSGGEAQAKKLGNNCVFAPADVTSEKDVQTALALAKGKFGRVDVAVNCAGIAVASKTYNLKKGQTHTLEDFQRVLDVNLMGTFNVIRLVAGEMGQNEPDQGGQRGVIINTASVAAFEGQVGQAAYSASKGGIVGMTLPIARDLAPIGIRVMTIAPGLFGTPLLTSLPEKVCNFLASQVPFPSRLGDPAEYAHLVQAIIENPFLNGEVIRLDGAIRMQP
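E. coli-expressed His-tagged HADH2 tested at 20 nM in alkaline Tris buffer (pH 9.0); oxidation of 90 uM beta-hydroxybutyryl-CoA with 1 mM NAD+ tracked fluorimetrically for 4 min.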
Rhodamine autofl = compound fluoresces in the rhodamine spectral region | Rhodamine-region fluorescence, 547/598 nm, Tris buffer; stronger effect = higher value | AID 594 | 0.05% of 59,000 active | max dye-equivalent concentration, M; in the data active = max dye-equivalent concentration above about 11 nM; inconclusive = between about 1.1 nM and that limit
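Intrinsic compound fluorescence, ex 547 / em 598 nm, CCD imager. Tris 100 mM pH 8.0; 15 min RT. Output = rhodamine dye-equivalent concentration at each compound concentration.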
Starred values were filed as active, the others as inactive; i = inactive; ? = inconclusive; . = not tested or not shown; [ ] = dose if it differs, or a comment. Unless noted, calls follow the shape of the dose curve; as a rule, active = well fitted curve in the direction sought with a large enough effect; inconclusive = small, poorly fitted or top-dose-only effect, or another doubt; inactive = no such curve, though single readings can be large; an effect the other way counts as inactive or inconclusive. Some of the compounds tested; count on the stated rates, not on these rows.

SMILES	Ub-GFP proteasome	Fluorescein fluor	4MU fluor	Pol III holo inh	Hsp90 Hop PPI	TexasRed autofl	HBB splice mod	15-hLO inh	Epigenetic mod	HADH2 inhib	Rhodamine autofl
Nc1c(C(=O)NC2CCCCC2)nsc1C(=O)OCC(=O)NC1CCCCC1	3%	i	1.6e-07M*	-4%	-3%	i	.	-2%	-2%	2%	i
CC1CCN(CCNC(=O)CCS(=O)(=O)c2ccc(Br)cc2)CC1	4%	i	?	-2%	-2%	i	1.0%	11%	4%	1%	i
COc1cccc(N2CCN(C(=O)NC3CCCCC3)CC2)c1	0%	?	?	3%	-7%	i	3.4%	2%	0%	-1%	i
Cc1ccccc1CSc1nncn1N	4%	i	i	-4%	?	i	-0.7%	3%	2%	12%	i
COCc1c(Br)c(C)nc(OCC(=O)O)c1C#N	-4%	i	i	-6%	-1%	i	-0.4%	-7%	0%	-4%	i
Cc1nonc1NC(=O)CSc1nnc(-c2ccoc2C)n1CC(C)C	-5%	i	i	1%	-3%	i	.	-1%	-2%	7%	i
CCN(CCNC(=O)CC1Oc2ccccc2NC1=O)c1ccccc1 (stereo unspecified)	-1%	.	.	0%	-3%[2.3 µM]	.	-0.6%	4%	.	-10%	.
Cc1nc(C)c(C(=O)OCC(=O)N2CCN(c3ccccc3)CC2)s1	-2%	i	i	1%	-2%	i	-1.9%	7%	1%	11%	i
CO[C@H]1/C=C/O[C@@]2(C)Oc3c(C)c(O)c4c(O)c(c(/C=N/N5CCN(C)CC5)c(O)c4c3C2=O)NC(=O)/C(C)=C\C=C\[C@H](C)[C@H](O)[C@@H](C)[C@@H](O)[C@@H](C)[C@H](OC(C)=O)[C@@H]1C	.	.	.	-6%	-20%	.	-0.7%	?	.	-14%	.
O=C(c1ccco1)N1CCN(CC2CC3C=CC2C3)CC1 (stereo unspecified)	2%	i	i	-10%	-2%	i	-0.1%[57.5 µM]	20%	-1%	0%	i
CSc1nsc(SC)c1NC(=O)N1CCCC1	2%	i	i	-1%	?	i	-1.2%	-13%	-2%	-20%	i
Cc1ccc(NC(=O)CSCC(N)=O)cc1C	-3%	?	5.8e-07M*	-12%	?	i	8.6%	6.3µM*	16µM*	1%	i
CC1CCCCN1C(=O)CSc1nnc(-c2cccnc2)n1C1CCCCC1 (stereo unspecified)	0%	?	i	4%	-2%	i	-4.1%	2%	-4%	4%	i
COC(=O)c1ccc(OCCN2C3=NCCN3c3ccccc32)cc1	4%	?	i	1%	-2%	i	-4.8%[57.5 µM]	0%	2%	0%	i
COc1ccc(NC(=O)N2CCCC3(CCN(C(=O)c4cc(C(F)(F)F)cc(C(F)(F)F)c4)CC3)C2)cc1	-3%	?	i	-7%	-4%	i	2.2%	-4%	0%[9.22 µM]	-2%	i
Cn1nc(CC(=O)Nc2ccc3c(c2)OCCO3)c2ccccc2c1=O	8%	i	i	-3%	2%	?	-0.7%	6%	2%	5%	i
COc1cccc(OCCOc2cccc(/C=N/n3cnnc3)c2)c1	-7%	.	.	1%	-4%	.	1.2%[9.22 µM]	11%	1%	5%	.
CC(Nc1cc(=O)n(C)c(=O)n1C)c1ccccc1 (stereo unspecified)	-15%	i	i	-8%	-1%	i	0.0%	1%	0%	8%	i
C#CC(C)(CC)NC(=O)Cn1nnc(-c2ccc(S(C)(=O)=O)cc2)n1 (stereo unspecified)	3%	i	i	1%	-9%	i	-3.2%	-1%	2%	7%	i
COc1ccc(NC(=O)/C=C\c2ccc(Cl)cc2)cc1	16%	?	i	-6%	15%	?	-2.0%	-11%	-1%	15%	i
CC1CCCC(C)N1C(=O)COC(=O)c1ccc2c(c1)OCO2 (stereo unspecified)	-2%	?	i	-1%	2%	?	-6.4%	5%	-2%	1%	i
CCCNS(=O)(=O)c1ccc(OCC(=O)NCc2ccc3c(c2)OCO3)cc1	9%	i	i	-5%	0%	?	.	6%	2%	8%	i
COC1(OC)N=C(NC(=O)Nc2ccccc2)C2(C#N)C(c3ccccc3)C12C#N (stereo unspecified)	2%	i	i	-3%	-4%	i	-1.5%[57.5 µM]	?	4%	?	i
Clc1c(CSc2nc3ccccc3o2)nc2sccn12	0%	?	i	-5%	-2%	i	0.5%	2%	2%	4%	i
Cc1ccc(SCCNC(=O)C(CO)(CO)CO)cc1	-4%	.	.	-5%	?	.	-0.2%[9.22 µM]	12%	-2%	17%	.
O=C(CCCc1nc(-c2ccccc2Cl)no1)NC1CCCCC1	1%	i	i	-2%	-4%	?	-1.8%	-1%	2%	-3%	i
O=C(Nc1nccs1)C1CCCN(S(=O)(=O)c2cccnc2)C1 (stereo unspecified)	0%	.	.	-2%	-4%[2.3 µM]	.	-0.8%	2%	.	-1%	.
CCCCN(CC)CCNC(=O)Cn1cnc2sc(C)c(S(=O)(=O)N3CCOCC3)c2c1=O	-7%	?	i	-2%	-2%	i	0.0%	-5%	1%	2%	i
O=C(CSc1ccc2nnc(-c3ccccc3)n2n1)N1CCN(c2ccccc2)CC1	-2%	.	.	3%	-3%	.	-1.2%	-11%	.	5%	.
CCOC(=O)c1nnc(-c2ccccc2)o1	2%	i	i	-6%	-1%	i	.	6%	-1%	-1%	i
Cc1cc2oc(=O)cc(CN3CCN(Cc4ccccc4)CC3)c2cc1Cl	-1%	i	i	-6%	0%	i	0.1%[57.5 µM]	-9%	4%	10%	i
CCSc1nc2n(n1)C(c1cccc(F)c1)C1=C(CCCC1=O)N2 (stereo unspecified)	0%	i	6.3e-08M*	-4%	3%	i	-2.3%[57.5 µM]	3%	2%	?	i
COc1ccc(OCC(=O)N2CCN(C(=O)COc3ccc(Br)cc3)CC2)cc1	-6%	i	i	-1%	-4%	i	-0.6%	-1%	2%	5%	i
COC(=O)c1ccc(C2C(C(C)=O)=C(C)Nc3ncnn32)cc1 (stereo unspecified)	2%	.	.	-9%	-4%	.	0.3%	8%	.	5%	.
Cc1cccc(N(CC(=O)NC2CCCCC2)C(=O)CCC(=O)Nc2ccccn2)c1	-1%	?	i	-3%	-4%	?	-1.8%	3%	0%	1%	i
COCc1cc(=O)n2c([nH]c3ccccc32)c1C#N	-6%	?	1.4e-05M*	-3%	-3%	?	-0.1%[57.5 µM]	0%	-1%	4µM*	i
COC(=O)c1ccc(COc2ccc3c4c(c(=O)oc3c2)CCC4)o1	-4%	i	5e-08M*	-1%	-1%	i	-1.2%	-5%	-2%	?	i
O=C1CCCC/C1=C\Nc1ccccc1C(=O)O	1%	?	4.4e-08M*	0%	-5%	i	-2.0%[0.369 µM]	1%	0%	?	i
COC(=O)c1[nH]c2ccc(C)cc2c1NC(=O)CCN1CCN(Cc2ccc3c(c2)OCO3)CC1	-3%	i	?	2%	-5%	i	-3.1%[57.5 µM]	0%	-2%	?	i
CS(=O)(=O)Nc1ccc(C(=O)NCc2ccc3c(c2)OCO3)cc1	-6%	i	i	-3%	-3%	i	-0.4%	5%	-3%	-10%	i
Cc1sc(-n2cccc2)c(C(=O)O)c1C	3%	?	i	-7%	-2%	i	-7.1%	-9%	-1%	-5%	i
COc1ccccc1Nc1nc(-c2cccs2)cs1	6%	.	.	-3%	-19%	.	2.6%	?	2%	3.2µM*	.
CC(C)COc1ccc(-c2nnn(CC(=O)N3CCCC3)n2)cc1	-2%	i	i	-5%	-3%	?	-0.1%[57.5 µM]	10%	-2%	8%	i
Fc1ccc(-c2nnc(Cc3nnc(-c4ccc(F)cc4)o3)o2)cc1	-13%	i	i	6%	-1%	i	0.3%	2%	-3%	8%	i
Nc1ccc(NC(=O)c2cccs2)c(Cl)c1	6%	i	i	-5%	0%	i	.	6%	-1%	3%	i
COc1ccc(/C=N/O)cc1COc1ccc(NC(C)=O)cc1	-6%	.	.	3%	-5%	.	0.1%	0%	1%	-3%	.

Profiles, quoted from the list. Order of values: Ub-GFP proteasome | Fluorescein fluor | 4MU fluor | Pol III holo inh | Hsp90 Hop PPI | TexasRed autofl | HBB splice mod | 15-hLO inh | Epigenetic mod | HADH2 inhib | Rhodamine autofl
COCc1cc(=O)n2c([nH]c3ccccc32)c1C#N is entered as -6% | ? | 1.4e-05M* | -3% | -3% | ? | -0.1%[57.5 µM] | 0% | -1% | 4µM* | i
O=C(c1ccco1)N1CCN(CC2CC3C=CC2C3)CC1 (stereo unspecified) is entered as 2% | i | i | -10% | -2% | i | -0.1%[57.5 µM] | 20% | -1% | 0% | i

Screening results (PubChem)
